Compound activity deposited in PubChem BioAssay by several laboratories.
BoNT-F LC inh: BoNT/F light chain protease inhibitors, primary screen, biochemical, flow cytometry, MLPCN library. Botulinum neurotoxin type F light chain protease (Clostridium botulinum). Multiplex microsphere protease cleavage assay. inhibition, % at 10 µM. hit rate 0.22% among 360,000. AID 588497, 2011; in the data active = inhibition above about 35%, passing the limit was not always enough; inconclusive = no clear call, values can overlap the other calls; also: plate controls were buffer without enzyme for full effect and enzyme alone for no effect
3CLpro inhibitor: SARS-CoV 3CLpro protease inhibitors, primary screen, biochemical, quenched FRET; hit rate 0.14% among 290,000; Replicase polyprotein 1ab (Severe acute respiratory syndrome coronavirus), P0C6X7; inhibition, % at 6 µM; recombinant SARS-CoV 3CLpro, quenched FRET peptide cleavage; in the data active = inhibition above about 12%
MazEF act: activators of E. coli MazEF toxin-antitoxin RNase, primary screen, biochemical, fluorescence, uHTS; Endoribonuclease toxin MazF (Escherichia coli (strain K12)), P0AE70; FAM/BHQ RNA-DNA oligo cleavage fluorescence, 5 h; activation, % at 20 µM; hit rate 0.32% among 350,000; AID 504720, 2011; in the data active = activation above about 50%
Target sequence (P0AE70 whole entry, looked up): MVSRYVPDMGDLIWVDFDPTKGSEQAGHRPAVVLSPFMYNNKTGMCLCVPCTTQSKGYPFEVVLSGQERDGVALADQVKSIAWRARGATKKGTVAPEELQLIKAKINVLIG
VHR inh abs: VHR1 phosphatase inhibitors, primary screen, biochemical, absorbance, uHTS; Dual specificity protein phosphatase 3 (Homo sapiens), P51452; recombinant VHR phosphatase, pNPP absorbance; inhibition, % at 13.3 µM; hit rate 0.52% among 290,000; AID 1654, 2009; in the data active = inhibition above about 50%; also: some compounds called inactive have numbers as strong as hits
Target sequence (P51452 whole entry, looked up): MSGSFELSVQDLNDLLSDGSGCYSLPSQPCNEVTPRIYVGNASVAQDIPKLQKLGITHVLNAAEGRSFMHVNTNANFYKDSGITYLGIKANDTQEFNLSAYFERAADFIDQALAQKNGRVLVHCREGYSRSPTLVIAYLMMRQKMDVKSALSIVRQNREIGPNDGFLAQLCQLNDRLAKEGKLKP
CCHFV vOTU inh: CCHFV vOTU protease inhibitors, primary screen, biochemical, Pep-AMC substrate, fluorescence | inhibition, % at 11.5 µM | Crimean-Congo hemorrhagic fever virus L polyprotein viral ovarian tumor (vOTU) protease … | hit rate 0.55% among 370,000 | AID 651958, 2012; in the data active = inhibition above about 30%; also: 0% = vehicle wells with enzyme and 100% = no enzyme wells
Anthrax LF inh2: Bacillus anthracis LF protease inhibitors, primary screen, biochemical, multiplex microsphere, MLPCN library. multiplex microsphere protease cleavage assay. inhibition, % at 10 µM. hit rate 0.12% among 360,000. AID 588501, 2011; also: plate controls were buffer without enzyme for full effect and enzyme alone for no effect
Rv3671c protease: Rv3671c serine protease inhibitors, primary screen, biochemical, fluorescence polarization, M. tuberculosis H37Rv; P9WHR9; inhibition, % at 5.96 µM; hit rate 0.048% among 320,000; AID 2606, 2010; in the data active = inhibition above about 38%;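 also: extracellular domain of Rv3671c used as enzyme; 0% = enzyme with DMSO and 100% = no enzyme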
Target sequence (P9WHR9 whole entry, looked up, the tested form may be a part): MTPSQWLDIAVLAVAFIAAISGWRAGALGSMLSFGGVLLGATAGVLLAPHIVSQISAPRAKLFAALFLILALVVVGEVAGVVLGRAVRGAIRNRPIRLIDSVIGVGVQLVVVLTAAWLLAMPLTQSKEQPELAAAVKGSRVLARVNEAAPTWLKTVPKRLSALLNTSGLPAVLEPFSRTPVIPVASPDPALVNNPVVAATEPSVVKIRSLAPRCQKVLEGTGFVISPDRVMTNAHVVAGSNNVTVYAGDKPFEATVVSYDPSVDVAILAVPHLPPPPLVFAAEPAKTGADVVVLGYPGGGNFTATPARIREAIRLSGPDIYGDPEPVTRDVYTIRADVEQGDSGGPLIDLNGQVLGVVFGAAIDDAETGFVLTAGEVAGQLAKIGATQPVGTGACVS
BoNT A protease: BoNT/A light chain protease inhibitors, primary screen, biochemical, flow cytometry, MLPCN library; multiplex microsphere protease substrate cleavage; Botulinum neurotoxin type A light chain protease (Clostridium botulinum A str. ATCC 3502); AID 588499, 2011; hit rate 0.17% among 360,000; inhibition, % at 10 µM; also: plate controls were buffer without enzyme for full effect and enzyme alone for no effect
PrPC TRFRET: inhibitors of human cell surface prion protein PrPC, primary screen, cell-based, TR-FRET | TR-FRET read-out | inhibition, % at 13.8 µM | hit rate 0.43% among 370,000; in the data active = inhibition above about 24%; also: 0% = median of the test wells and 100% = reference compound wells
PriA SSB inh: inhibitors of Klebsiella pneumoniae PriA binding to SSB C-terminal tail, primary screen, biochemical, AlphaScreen; PriA–SSB C-terminal tail interaction (Klebsiella pneumoniae); AlphaScreen SSBct-PriA binding, biotinylated peptide; inhibition, % at 33 µM; hit rate 0.6% among 430,000; in the data active = inhibition mostly above about 37%, no sharp cut-off; inactive = mostly below about 20%;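 also: plate controls were negative control peptide for no effect and reference peptide for full effect; strong numbers were not always called active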
* hit, by the source's call; u = inconclusive; x = no result given. Rule as the data show it, unless noted: active = inhibition above about 30%; inconclusive = no clear call, values can overlap the other calls; inactive = below that. The list is partial; count on the stated rates, not on these rows.

SMILES	BoNT-F LC inh	3CLpro inhibitor	MazEF act	VHR inh abs	CCHFV vOTU inh	Anthrax LF inh2	Rv3671c protease	BoNT A protease	PrPC TRFRET	PriA SSB inh
CCOC(=O)c1sc(=NC(=O)c2ccc(C)cc2)n(C)c1C	-4	2	4	13	4	-1	5	-0.5	6	-13
Cn1cc(Br)c(C(=O)Nc2ncc(Br)s2)n1	-2	4	-10	15	7	-1	-2	-0.5	7	-12
CCN1CCN(c2c(Cl)cccc2NC(=O)c2cccs2)CC1	-8	4	0	14	-9	-1	1	0.1	1	-1
COc1ccc(N2CCN(C(=O)CSc3nnc4c(C)cc5ccc(C)c(C)c5n34)CC2)cc1	-6	4	7	6	10	-2	4	-5.7	-3	13
CNC(=O)CSCCn1c(SCC(=O)NC)nc2ccccc2c1=O	-4	1	0	10	-3	-1	0	-1.3	-2	-27
CS(=O)(=O)N(CC(=O)Nc1ccccc1C(=O)N1CCCC1)c1cccc([N+](=O)[O-])c1	0	2	9	6	5	1	-3	0.8	-4	-8
O=C(c1cnccn1)N1CCN(S(=O)(=O)c2cccc(Cl)c2)CC1	0	x	3	x	3	2	-3	-0.4	8	-7
CCOc1ccc(CCNS(=O)(=O)c2cn(C)cn2)cc1OCC	1	0	-8	-6	12	6	-5	0.4	-7	12
CC(=O)Nc1ccc(S(=O)(=O)N2CCC(=O)Nc3ccccc32)cc1	-1	0	7	-26	1	-7	12	1.0	0	-7
COc1ccc(NC(=O)N2CCC(CO)(CC3CCCCO3)CC2)c(OC)c1 (centres undefined)	-2	-2	0	0	-13	-3	3	0.5	6	-5
Cc1ccc(NC(=O)c2cccc(C(=O)Nc3ccc(C)cc3C(=O)O)c2)c(C(=O)O)c1	-1	9	-7	x	-4	2	-5	-2.8	3	7
Cc1cccc(N2CCN(C(=O)c3ccc(Cl)c(S(=O)(=O)N4CCc5ccccc5C4)c3)CC2)c1C	-3	-3	-7	59*	-8	-2	-8	0.4	1	0
CCCC1=NN(c2ccc([N+](=O)[O-])cc2)C(=O)/C1=C/N(C)C	1	2	5	15	9	1	13	0.1	2	-6
O=C1C=C(c2cccc3c2sc2ccccc23)C[C@@H](c2ccc(Cl)cc2)C1	-9	x	-28	x	-1	-10	-4	0.1	-4	-10
CC(c1ccccc1)C1CC(=O)N(Cc2ccco2)C1=O (centres undefined)	0	0	0	10	13	-5	-3	1.3	0	2
C=C(C)COc1ccc(-c2n[nH]c(C)c2Oc2ccccc2OC)c(O)c1	0	6	-7	1	14	-6	6	0.4	6	5
CCc1cc(=O)oc2cc(C)cc(OCC(=O)N3CCC(C(=O)O)CC3)c12	-5	2	4	12	-30	-2	-3	-0.6	3	-9
Cc1nn(C)c(C(=O)Sc2cccc(Cl)c2)c1[N+](=O)[O-]	u	-2	0	-8	5	-1	9	u	1	-9
O=C1Cc2cccc3cccc1c23	-5	-2	-2	16	-27	1	-2	0.1	-8	-25
COc1ccc(S(=O)(=O)N2CCC(C(=O)NCCC(=O)NCc3cccnc3)CC2)cc1	-2	x	-10	x	7	-5	x	0.3	-1	x
Cc1ccc(S(=O)(=O)NC(=O)NC2=NC(C)(C)N(c3ccc(Cl)c(Cl)c3)C(N)=N2)cc1	0	x	x	x	0	2	x	-0.4	0	x
Cc1cc(-n2c(C)cc(C(=O)CSc3ccc4c(c3)OCCO4)c2C)no1	0	1	-4	7	0	-2	-2	-0.8	7	6
CCN(CC)S(=O)(=O)c1ccc(N2CCOCC2)c(NCC(=O)Nc2ccc(F)cc2)c1	7	8	-1	23	9	-2	3	-0.2	6	-4
Cc1cccn2c(=O)c(/C=C(\C#N)C(N)=O)c(N3CCN(c4ccccc4)CC3)nc12	-17	1	-9	2	-6	-5	x	-3.0	-10	-8
Cc1cc2ncn(CCC(=O)NC3CCCC3)c2cc1C	3	3	7	22	-6	1	7	-0.9	0	-16
CC(=O)CC[N+](C)(C)C	-6	x	6	x	-5	-1	x	-0.7	5	-13
COc1ccc(C(NC(=O)CN2C(=O)NC3(CCc4ccccc43)C2=O)c2ccccc2)cc1 (centres undefined)	-5	x	-13	x	5	-3	-3	0.2	9	-14
S=C(NCc1ccccn1)Nc1cccc(Cl)c1	2	1	-8	1	-5	-3	4	0.3	-2	5
CSc1ccc(CN(C)Cc2cc(=O)oc3c(C)c(C)ccc23)cc1	-7	1	-8	x	5	10	-11	0.3	-3	-1
COc1cccc(CNC(=O)[C@@H]2CCCN2C(=O)[C@H]2CCCCN2C(=O)c2c(F)cccc2F)c1	2	x	x	x	-5	-4	x	-0.1	-5	x

Two compounds from above with just Anthrax LF inh2 and CCHFV vOTU inh:
structure	Anthrax LF inh2	CCHFV vOTU inh
Cc1nn(C)c(C(=O)Sc2cccc(Cl)c2)c1[N+](=O)[O-]	-1	5
O=C1Cc2cccc3cccc1c23	1	-27

Ordered by molar mass (low to high): part of the list above
SMILES	BoNT-F LC inh	3CLpro inhibitor	MazEF act	VHR inh abs	CCHFV vOTU inh	Anthrax LF inh2	Rv3671c protease	BoNT A protease	PrPC TRFRET	PriA SSB inh
CC(=O)CC[N+](C)(C)C	-6	x	6	x	-5	-1	x	-0.7	5	-13
S=C(NCc1ccccn1)Nc1cccc(Cl)c1	2	1	-8	1	-5	-3	4	0.3	-2	5
CCCC1=NN(c2ccc([N+](=O)[O-])cc2)C(=O)/C1=C/N(C)C	1	2	5	15	9	1	13	0.1	2	-6
CCOC(=O)c1sc(=NC(=O)c2ccc(C)cc2)n(C)c1C	-4	2	4	13	4	-1	5	-0.5	6	-13
CCOc1ccc(CCNS(=O)(=O)c2cn(C)cn2)cc1OCC	1	0	-8	-6	12	6	-5	0.4	-7	12
CC(=O)Nc1ccc(S(=O)(=O)N2CCC(=O)Nc3ccccc32)cc1	-1	0	7	-26	1	-7	12	1.0	0	-7
Cn1cc(Br)c(C(=O)Nc2ncc(Br)s2)n1	-2	4	-10	15	7	-1	-2	-0.5	7	-12
CNC(=O)CSCCn1c(SCC(=O)NC)nc2ccccc2c1=O	-4	1	0	10	-3	-1	0	-1.3	-2	-27
O=C1C=C(c2cccc3c2sc2ccccc23)C[C@@H](c2ccc(Cl)cc2)C1	-9	x	-28	x	-1	-10	-4	0.1	-4	-10
COc1ccc(NC(=O)N2CCC(CO)(CC3CCCCO3)CC2)c(OC)c1 (centres undefined)	-2	-2	0	0	-13	-3	3	0.5	6	-5
Cc1ccc(NC(=O)c2cccc(C(=O)Nc3ccc(C)cc3C(=O)O)c2)c(C(=O)O)c1	-1	9	-7	x	-4	2	-5	-2.8	3	7
CS(=O)(=O)N(CC(=O)Nc1ccccc1C(=O)N1CCCC1)c1cccc([N+](=O)[O-])c1	0	2	9	6	5	1	-3	0.8	-4	-8
COc1ccc(C(NC(=O)CN2C(=O)NC3(CCc4ccccc43)C2=O)c2ccccc2)cc1 (centres undefined)	-5	x	-13	x	5	-3	-3	0.2	9	-14
COc1ccc(S(=O)(=O)N2CCC(C(=O)NCCC(=O)NCc3cccnc3)CC2)cc1	-2	x	-10	x	7	-5	x	0.3	-1	x
COc1ccc(N2CCN(C(=O)CSc3nnc4c(C)cc5ccc(C)c(C)c5n34)CC2)cc1	-6	4	7	6	10	-2	4	-5.7	-3	13
COc1cccc(CNC(=O)[C@@H]2CCCN2C(=O)[C@H]2CCCCN2C(=O)c2c(F)cccc2F)c1	2	x	x	x	-5	-4	x	-0.1	-5	x
Cc1cccc(N2CCN(C(=O)c3ccc(Cl)c(S(=O)(=O)N4CCc5ccccc5C4)c3)CC2)c1C	-3	-3	-7	59*	-8	-2	-8	0.4	1	0

Remaining list, next part.
SMILES	BoNT-F LC inh	3CLpro inhibitor	MazEF act	VHR inh abs	CCHFV vOTU inh	Anthrax LF inh2	Rv3671c protease	BoNT A protease	PrPC TRFRET	PriA SSB inh
CCCN1CCC[C@@H]2Cc3[nH]ncc3C[C@H]21	-4	x	4	x	2	-6	4	-0.5	10	-2
Cc1c(C(=O)Nc2ccc(C(=O)O)cc2)cnn1C	-6	0	-1	11	3	1	-3	0.2	-5	-6
CCN1C(=O)[C@@H]2[C@@H]3CN(S(=O)(=O)c4ccc(C)cc4)[C@@H](c4ccccc4)[C@@H]3C(=O)C[C@@H]2C1=O	-3	x	x	x	-2	4	x	0.4	0	x
Cc1nnc(SCC(=O)N2CCN(Cc3ccccc3)CC2)s1	-2	3	-5	16	-17	2	0	-0.7	3	2
COC(=O)C1C(=O)C2=C(CC1C)NC(C)=C(C(=O)OC(C)C)C2c1ccc(C)o1 (centres undefined)	-2	3	-2	-6	-1	2	1	-0.5	-1	-11
CC(=O)Nc1c(C(=O)c2ccc(F)cc2)oc2ccccc12	-4	0	4	21	3	7	-6	0.1	-4	-20
Cc1ccc(-c2csc3ncnc(N4CCN(c5ccccc5O)CC4)c23)cc1	0	7	7	-8	8	3	0	-1.3	-3	7
COc1ccc(CCNc2nc(=S)[nH]c3cc(OC)c(OC)cc23)cc1OC	0	-1	6	24	1	0	-6	1.0	2	1
Cc1ccccc1-c1nnn(CC(=O)NCc2ccc3c(c2)OCO3)n1	0	1	5	23	12	1	0	-2.0	-1	-14
CCOC(=O)c1ccc(CNC(=O)CSc2nnc(-c3ccncc3)o2)cc1	-1	0	10	1	7	0	11	-0.2	-3	-11
CCOC(=O)C(O)(C1C(=O)CC(C)(C)CC1=O)C(F)(F)F (centres undefined)	9	0	6	22	9	-1	15	0.5	1	-2
O=C(Nc1ccccc1)N(Cc1cccnc1)Cc1ccco1	0	2	-2	2	10	-5	0	u	1	4
COc1ccc(N(C)C(=O)c2ccc3c(c2)nnn3C)cc1	-1	5	24	24	0	6	-7	0.2	0	9
CCCc1cc(C(=O)Nc2c(C)n(C)n(-c3ccccc3)c2=O)no1	4	-2	-9	17	12	-3	-3	0.0	2	-2
Cc1ccccc1-n1c(=O)n(CCc2ccccc2)c(=O)c2[nH]cnc21	u	7	9	16	-6	-1	-1	u	-3	-4
CC(C)Cc1cc(C(=O)N2CCC(N3CCC(C(=O)N4CCOCC4)CC3)CC2)n[nH]1	2	-2	-1	25	-9	-1	2	0.3	-4	2
O=C(NCCc1ccc2c(c1)OCO2)Oc1ccccc1	2	x	x	x	-4	-7	x	-0.1	0	x
O=C(CCCc1nc2ccccc2s1)NC1CCOC1=O (centres undefined)	2	1	7	22	-9	1	-2	0.6	-3	-5
O=S1(=O)CC(O)C(Nc2ccccc2Cl)C1 (centres undefined)	-10	-5	2	-4	0	0	-10	-0.9	3	-14
COc1ccncc1-c1ccc(C2=CC(=O)CC(C)(C)C2=O)cc1	5	x	5	x	7	5	x	5.4	-7	x
Cc1ccc(N2C(=O)C3C4C=CC(C4)C3C2=O)cc1 (centres undefined)	-4	1	5	32	1	-2	4	0.7	3	-3
COc1ccc(S(=O)(=O)N2CCc3ccccc32)cc1OC	x	-1	-25	6	-11	x	-8	x	3	-3
Nc1nc(SCC(=O)NCc2ccccc2)[nH]c(=O)c1NC(=O)c1ccccc1F	-1	4	-11	6	-7	2	-12	0.8	-2	9
Cc1cccc(C)c1NC(=S)NCc1ccccc1	0	0	8	13	-15	-2	8	0.7	-9	-4
Cc1cccc(OCc2n(CC(=O)OC3CC(C)CCC3C(C)C)c3ccccc3[n+]2C)c1 (centres undefined)	-2	0	-38	20	x	-2	3	-0.6	x	-12
